# ARNT TACC3 PPI = disrupts binding between human ARNT and TACC3; actives 0.66% (n = 390,000); Q9Y6A5; inhibition, % at 9.99 µM; AID 623870; AlphaScreen His-ARNT PAS-B/GST-TACC3 binding, luminescence; TACC3 fragment carries E629A point mutation;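 active = mean inhibition of replicates at least 50% and at least half of replicates each reaching 50%; inconclusive = half or more replicates reach 50% but mean below 50%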;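 also: 0% = complete ARNT plus TACC3 wells and 100% = ARNT alone without TACC3; many hits fall short of the cut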
# Statin myotox sup = protects C2C12 myotubes from simvastatin toxicity; ATP luminescence, 48 h; scaled: DMSO 0, geranylgeraniol control 100; rescue of ATP level, % at 7.49 µM; actives 0.78% (n = 330,000); AID 602340;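 active = mean ATP rescue above about 67%, or every replicate alone reaching that limit, limit read from the data, passing the limit was not always enough; inconclusive = no clear call, values can overlap the other calls; inactive = mean under the limit and some replicate under it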;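 also: myotubes were challenged with 10 µM simvastatin during compound exposure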
# Cneo AK release = causes C. neoformans cell lysis. lysis activity, % at 15 µM. actives 0.2% (n = 360,000). AID 651654. adenylate kinase release luminescence, 4 h; normalised: neutral wells 0, clomiphene wells 100;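 active = mean lysis activity across replicates of at least 80%, whatever share of replicates individually reach that level; inactive = mean lysis activity below 80%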
#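 Test system: log-phase Cryptococcus neoformans yeast cells; Quantity: yeast cell density of 5 × 10^6 cells/mL; Buffer or medium: YPD; Doses: single compound concentration per well; Timing: 4 h at 37 °C static, read 1 h later; Measured by: AK luminescence; Read-out basis: lysis from increased AK signal; Control set: Clomiphene as positive control.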
# PAX8 inh HTS = inhibitors of PAX8 transcriptional activity in RMG-I cells; actives 1.2% (n = 360,000); AID 652154; RMG-I TPO-luciferase reporter, SteadyGlo, 24 h; inhibition, % at 12.6 µM;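 active = mean replicate inhibition at least 60% with every replicate also reaching 60%; inconclusive = only one of the two criteria is met; inactive = mean below 60% and not all replicates reaching 60%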;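 also: luciferase light reporting Pax8 driven TPO promoter activity; plate controls were median of neutral control wells for no effect and mitoxantrone controls for full effect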
# LGR2 antag = Drosophila LGR2 receptor signaling inhibition | actives 0.35% (n = 380,000) | AID 720647 | HEK293 LGR2, CRE-luciferase, bursicon-stimulated, 4 h | inhibition, % at 9.99 µM;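 active = drop in luminescence signal, shown as inhibition above about 50% in the replicate tests, limit read from the data, passing the limit was not always enough; inconclusive = probably only some replicates passing the limit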;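 also: agonist challenge used bursicon conditioned medium at about half maximal strength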
# PGC1a acetyl inh = PGC1a acetylation modulation, inhibitor mode; U2OS PGC1a acetylation, AlphaScreen anti-acetyl-lysine; with virally co-expressed GCN5 acetyltransferase; inhibition, % at 15.6 µM; actives 0.17% (n = 350,000);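 active = every replicate shows inhibition of at least 40%; inconclusive = mean inhibition at least 40% but some replicate below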;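 also: 0% = neutral control wells and 100% = positive control wells; some results beyond the cut were filed as inactive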
# INS-1E GSIS act = primary screen for activators of insulin secretion dependent on glucose, INS-1E cells, GLuc reporter luminescence | AID 743287 | actives 0.61% (n = 370,000) | activation, % at 16.6 µM | INS-1E GLuc reporter insulin secretion, 2-3 h;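 active = lowest replicate activation of at least 40%, so every replicate reaches that level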;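 also: 0% = median of neutral control wells and 100% = median of IBMX positive control wells; some compounds called inactive have numbers as strong as hits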
# PglD inh = inhibitors of Campylobacter jejuni PglD acetyltransferase. purified PglD enzyme, DTNB colorimetric CoA detection. inhibition, % at 12.5 µM. actives 0.098% (n = 360,000); in the data active = inhibition above about 16%, passing the limit was not always enough; inconclusive = no clear call, values can overlap the other calls; also: strong numbers were not always called active
# The depositor's hits bear a star; ? = inconclusive; / = no result given.
SMILES,ARNT TACC3 PPI,Statin myotox sup,Cneo AK release,PAX8 inh HTS,LGR2 antag,PGC1a acetyl inh,INS-1E GSIS act,PglD inh
COc1ccccc1CNC(=O)c1cccc(S(=O)(=O)N2CCCC2)c1,-3,4,-1,-4,-17,-10,-6,-1
O=C(c1cc([N+](=O)[O-])cc([N+](=O)[O-])c1)N1CCN(C(=O)c2ccco2)CC1,-2,/,/,3,-3,/,-19,/
O=C(CC1C(=O)NCCN1C(=O)Nc1ccccc1)Nc1cccc(C(F)(F)F)c1 (configuration not stated),21,-11,0,-1,/,7,/,5
COc1ccc(S(=O)(=O)Nc2ccc3c(c2)CC(=O)N([C@H](C)CO)C[C@H](C)[C@@H](CN(C)Cc2ccc(Oc4ccccc4)cc2)O3)cc1,5,?,-7,68*,5,-1,-7,2
Cc1ccc(-n2ncc3c2CCCC3NC(=O)CCCN2CCCC2=O)cc1C (configuration not stated),-3,/,-1,7,-19,-2,5,7
COC(=O)C[C@H]1CC[C@H]2[C@H](COc3ccc(NC(=O)Nc4cccc(C)c4)cc3C(=O)N2C)O1,0,-9,-2,9,-2,6,-13,0
OC1NC(=S)N(c2ccccc2)C1O (configuration not stated),3,/,-7,-4,-10,8,-5,7
COc1ccc(N2CCN(C(=O)c3cccc(S(=O)(=O)N4CCc5ccccc54)c3)CC2)cc1,19,-14,-3,-2,/,-15,/,0
Cc1onc(-c2ccccc2Cl)c1C(=O)N(C)Cc1ccccc1,5,5,-1,7,15,-13,32,3
O=C(CCn1c2c(c3ccccc31)CCCC2)NNC(=O)c1ccc(Cl)c([N+](=O)[O-])c1,-6,/,/,4,6,/,-37,/
COc1ccccc1C(=O)N1C[C@H]2[C@@H](c3ccccc31)[C@H](CO)N2C(=O)Cc1cccnc1,-3,7,0,0,14,-1,-5,5
CCCNC(=O)N(C)C[C@H]1Oc2ncc(-c3cccc(C#N)c3)cc2C(=O)N([C@@H](C)CO)C[C@@H]1C,-5,-21,-1,-29,-23,4,-10,-1
CCN(CC)CCNC(=O)CNC(=O)c1nn(-c2ccc(OC)cc2OC)c(=O)c2ccccc12,1,/,/,8,11,/,-3,/
COc1cc(-c2noc(CCCC(=O)NC3CCCCC3)n2)cc(OC)c1OC,-11,-21,0,/,/,-15,-16,-6
COc1ccccc1CNC(=O)c1ccc(CS(=O)(=O)c2ccccc2C)o1,-1,8,2,-14,-8,/,1,-3
O=C(c1csc(Nc2cccc3ccccc23)n1)N1CCCC1,5,4,-5,6,8,0,1,4
COc1cccc(C(=O)Nc2nc3ccccc3s2)c1,-19,8,-16,-120,-40,-9,-8,19
CCN(CC)S(=O)(=O)c1ccc(N2CCOCC2)c(NC(=O)CSCc2c(C)noc2C)c1,1,0,0,-2,-24,/,5,-6
CC(=O)Nc1ccc(NC(=O)CN(c2ccc(C34CC5CC(CC(C5)C3)C4)cc2)S(C)(=O)=O)cc1,1,25,-2,/,40,4,-5,7
COc1ccc(-c2ccc([C@@H]3[C@H](C#N)N(C(=O)C4CCCC4)[C@H]3CO)cc2)cc1,-4,-8,61,-1,10,-25,15,2
O=C(CCc1nnc2ccc(NCCCN3CCCC3=O)nn12)NCc1ccccc1Cl,1,-7,3,-12,6,4,-6,7
C[C@@H]1CN([C@@H](C)CO)C(=O)Cc2cc(NS(C)(=O)=O)ccc2O[C@@H]1CN(C)Cc1ccc(C(F)(F)F)cc1,0,41,39,19,-13,-1,-14,-1
CCOCCCNC(=S)N1CCC(C(=O)c2ccc3c(c2)OCCO3)CC1,-7,/,/,-8,4,4,-31,/
CCn1nnnc1NCc1cccc(Cl)c1,9,14,0,7,2,-5,-5,-1
Cn1c(=O)c2c(nc(Br)n2CCSc2nc3ccccc3o2)n(C)c1=O,-5,-9,10,-4,/,8,/,-5

# Single records, from the list above:
# Cc1onc(-c2ccccc2Cl)c1C(=O)N(C)Cc1ccccc1 is listed as ARNT TACC3 PPI = 5; Statin myotox sup = 5; Cneo AK release = -1; PAX8 inh HTS = 7; LGR2 antag = 15; PGC1a acetyl inh = -13; INS-1E GSIS act = 32; PglD inh = 3
# Cc1ccc(-n2ncc3c2CCCC3NC(=O)CCCN2CCCC2=O)cc1C (configuration not stated) is listed as ARNT TACC3 PPI = -3; Statin myotox sup = /; Cneo AK release = -1; PAX8 inh HTS = 7; LGR2 antag = -19; PGC1a acetyl inh = -2; INS-1E GSIS act = 5; PglD inh = 7

# By substructure: the compounds so far containing a CF3 group
SMILES,ARNT TACC3 PPI,Statin myotox sup,Cneo AK release,PAX8 inh HTS,LGR2 antag,PGC1a acetyl inh,INS-1E GSIS act,PglD inh
O=C(CC1C(=O)NCCN1C(=O)Nc1ccccc1)Nc1cccc(C(F)(F)F)c1 (configuration not stated),21,-11,0,-1,/,7,/,5
C[C@@H]1CN([C@@H](C)CO)C(=O)Cc2cc(NS(C)(=O)=O)ccc2O[C@@H]1CN(C)Cc1ccc(C(F)(F)F)cc1,0,41,39,19,-13,-1,-14,-1

# Results in INS-1E GSIS act, for some of the entries so far:
Compound	INS-1E GSIS act
CCN(CC)S(=O)(=O)c1ccc(N2CCOCC2)c(NC(=O)CSCc2c(C)noc2C)c1	5
CC(=O)Nc1ccc(NC(=O)CN(c2ccc(C34CC5CC(CC(C5)C3)C4)cc2)S(C)(=O)=O)cc1	-5
COc1ccc(-c2ccc([C@@H]3[C@H](C#N)N(C(=O)C4CCCC4)[C@H]3CO)cc2)cc1	15
O=C(CCc1nnc2ccc(NCCCN3CCCC3=O)nn12)NCc1ccccc1Cl	-6
C[C@@H]1CN([C@@H](C)CO)C(=O)Cc2cc(NS(C)(=O)=O)ccc2O[C@@H]1CN(C)Cc1ccc(C(F)(F)F)cc1	-14
CCOCCCNC(=S)N1CCC(C(=O)c2ccc3c(c2)OCCO3)CC1	-31
CCn1nnnc1NCc1cccc(Cl)c1	-5

# (next part)
SMILES,ARNT TACC3 PPI,Statin myotox sup,Cneo AK release,PAX8 inh HTS,LGR2 antag,PGC1a acetyl inh,INS-1E GSIS act,PglD inh
COc1ccc(NC(C)(C)c2nnnn2-c2c(C)cccc2C)cc1,-12,/,/,29,4,/,-34,/
OCC1(Cc2ccc(F)cc2)CCCN(Cc2ccc(F)cc2Cl)C1 (configuration not stated),1,5,-3,12,14,-7,-18,4
O=C(OCC(=O)c1cccc2ccccc12)c1ccc(CO)cc1,4,/,-4,-218,-43,0,11,-3
COc1cccc(C2/C(=C(/O)c3ccccc3)C(=O)C(=O)N2CCCC(=O)O)c1 (configuration not stated),-21,/,8,/,/,-1,/,3
CN(Cc1ccccc1)C1CCNCC1,-3,3,3,0,2,3,7,-7
COC(=O)C[C@@H]1CC[C@H]2[C@H](COc3ccc(NC(=O)Nc4cccc(Cl)c4)cc3C(=O)N2C)O1,21,-1,1,14,16,3,-4,0
COc1ccc(S(=O)(=O)N(C)C[C@@H]2Oc3ccc(NC(=O)Cc4cn(C)c5ccccc45)cc3CC(=O)N([C@H](C)CO)C[C@H]2C)cc1,4,3,2,/,-3,-3,9,-1
CN(C)Cc1cc(CN(C)C)c(O)c(CCc2ccccc2)n1,-1,12,14,-1,/,10,/,0
CC(=O)NC(=S)Nc1cc(C(=O)O)ccc1Cl,-2,/,/,6,0,/,11,/
COc1cc(Nc2cc(C)nc3ncnn23)cc(OC)c1OC,/,11,0,0,1,9,-19,11
COc1ccc(NS(=O)(=O)c2cc(NC(=O)c3ccccn3)ccc2OC)cc1Br,-11,14,0,-3,-6,-6,3,-2
Cc1nn(Cc2ccc(Cl)cc2)c2sc(C(=O)OCC(N)=O)cc12,-8,-6,1,/,/,1,/,-4
CCN(C(=O)c1cc2c(=O)n3cccc(C)c3nc2s1)C1CCCCC1,-22,-15,-2,0,-36,/,-14,-3
Cc1onc(-c2ccccc2)c1C(=O)n1cccn1,-1,-8,0,/,/,5,/,-5
Cc1nn(-c2cc(N3CCOCC3)ccc2[N+](=O)[O-])c(=O)c2ccccc12,3,-10,-1,/,8,25,1,-99
COc1ccc(C2(C(=O)Nc3ccc(C)cc3)CCOCC2)cc1,-4,-6,-1,12,-1,-7,-5,-2
CO[C@H]1CN(C)C(=O)c2ccc(NC(=O)Nc3ccccc3F)cc2OC[C@H](C)N(C)C[C@H]1C,1,-30,-5,/,-8,11,4,4
CC(=O)N(C)C[C@@H]1Oc2cc(-c3cncnc3)ccc2S(=O)(=O)N([C@@H](C)CO)C[C@@H]1C,-16,-1,-1,/,8,11,7,0
O=C(Nc1ccc(S(=O)(=O)NCCc2ccccc2)cc1)c1ccncc1,-1,/,15,17,11,/,-14,-2
COc1ccc(-c2nc(N)nc(N)n2)c(O)c1,3,-5,0,-119,-38,18,3,-3
Cc1cccn2c(=O)c3cc(C(N)=S)c(=N)n(CCCOC(C)C)c3nc12,5,-129,3,/,/,2,10,0
CCC(=O)N1CCn2c1nc1ccccc12,2,24,-2,/,-12,-1,37,-1
C[C@H](CO)N1C[C@H](C)[C@@H](CN(C)C(=O)Nc2ccc3c(c2)OCO3)Oc2ccc(NS(=O)(=O)c3ccc(Cl)cc3)cc2C1=O,-2,-11,-7,/,32,21,4,3
CCOC(=O)[C@H]1[C@H]2COc3ccc(Br)cc3[C@@H]2N2C(=O)c3cc(F)c(F)cc3NC(=O)[C@@]12C,1,2,1,5,-5,-3,-14,4
CCn1c(CN2CCC(C)CC2)nc2cc(S(=O)(=O)N3CCCCC3)ccc21,/,7,0,21,22,-3,/,-3
# (next part)
SMILES,ARNT TACC3 PPI,Statin myotox sup,Cneo AK release,PAX8 inh HTS,LGR2 antag,PGC1a acetyl inh,INS-1E GSIS act,PglD inh
COCC(=O)Nc1ccc2c(c1)C(=O)N(C)[C@H]1CC[C@H](CC(=O)NC3CCCC3)O[C@@H]1CO2,-1,11,57,-4,-3,5,11,-1
COc1ccc(S(=O)(=O)N(C)C[C@H]2OCCCC[C@@H](C)Oc3ccc(NC(=O)NC4CCCCC4)cc3C(=O)N([C@H](C)CO)C[C@@H]2C)cc1,-1,/,-1,3,6,11,6,-1
CC(C)(C)[S@@](=O)N1Cc2cc(C(=O)N3CCCCC3)nc(-c3cccc(-c4ccccc4F)c3)c2[C@H]1CCO,9,-3,0,-4,7,-36,-30,7
CCOc1ccc(S(=O)(=O)n2c([N+](=O)[O-])cnc2C)c(C)c1C,-11,3,0,15,8,/,1,-2
FC(F)(F)c1cccc(NC(=S)NCc2ccccc2)c1,-6,/,51,/,/,0,/,-6
CCS(=O)(=O)NCC[C@H]1CC[C@@H](NC(=O)Nc2cc(Cl)cc(Cl)c2)[C@@H](CO)O1,0,-3,-2,-1,3,-6,-1,2
O=C1C=C(c2ccc(Br)c3ccccc23)C[C@@H](c2ccc3c(c2)OCO3)C1,/,-2,-1,26,-3,/,40,0
O=C(COc1cccc(Cl)c1)NCC(c1cccs1)N1CCOCC1 (configuration not stated),-1,1,0,4,-1,/,3,4
Cc1nc(SCC(=O)NC2CCCC2)c2oc3ccccc3c2n1,/,-2,2,5,/,0,/,2
COc1ccc(C2=NN(C(=O)CCCC(=O)O)C(c3cn(-c4ccccc4)nc3-c3ccccc3)C2)cc1 (configuration not stated),8,/,0,-7,5,7,-1,0
C[C@H]1CN([C@@H](C)CO)C(=O)c2cc(NC(=O)CCCN(C)C)ccc2O[C@@H]1CN(C)Cc1ccc(Oc2ccccc2)cc1,17,-16,1,-4,-29,-1,-1,-1

# Hits appear at their usual frequency; overall some 2.9% were active at least once.
